Screening results deposited in PubChem BioAssay by National Center for Advancing Translational Sciences (NCATS).
Shiga toxin inh = inhibitors of Shiga toxin in Vero cells; inhibition, % at 38.7 µM; AID 2315; 9.2% of 290,000 active; Vero cells, Shiga toxin protein synthesis inhibition reporter; in the data active = inhibition mostly above about 28%, no sharp cut-off; inactive = mostly below about 43%; note: 0% is about no effect
Pf growth 48h = P. falciparum growth inhibition at 48 hours (one generation); P. falciparum luciferase growth in erythrocytes, 48 h; Potency, µM (top dose mostly 28.7 µM), for inactives: top-dose activity change, negative = inhibition, actives largely listed as inhibitors; 5.9% of 310,000 active; AID 504832; note: potency is the fitted concentration of half-maximal effect; % is set by controls: 0 for no effect and ±100 for the full control effect
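First compound was added to culture medium, then infected red cells at 0.1% parasitemia and 2% hematocrit (final). After incubation at 37 C under 5% CO2, luciferase detection reagent was dispensed and light output recorded.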
Cycloheximide cs = counter-screen for Shiga toxin inhibitors: cycloheximide protein synthesis inhibition; max response, %; 12% of 300,000 active; cell reporter, cycloheximide protein synthesis inhibition counterscreen; in the data active = max response mostly above about 13%, no sharp cut-off; inactive = mostly below about 14%; note: read at 38.3 µM for the half of the compounds with a filed dose; 0% is about no effect
TbPYK inhibitor = blocks Trypanosoma brucei pyruvate kinase; Q57TT1; TbPYK enzyme, Kinase-Glo Plus ATP luminescence, 45 min; Potency, µM (highest dose often 76.8 µM), for inactives: at the top dose activity, negative = inhibition, most hits filed as inhibitors; 0.12% of 410,000 active; AID 624173; note: potency is the fitted concentration of half-maximal effect; % is set by controls: 0 for no effect and ±100 for the full control effect; nearly all actives have a fitted effect of over 50% in size
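Glycolytic pyruvate kinase of T. brucei was incubated with substrate, test compound and 130 uM ADP for 45 minutes at room temperature. Luminescent Kinase-Glo Plus signal was measured after 10 minutes.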
AmpC no deterg = blocks E. coli AmpC beta-lactamase in detergent-free assay; P00811; 0.52% of 330,000 active; Potency, µM (titrated, usually from 57.1 µM), for inactives: at the top dose activity change, negative = inhibition, actives largely listed as inhibitors; AmpC nitrocefin hydrolysis, absorbance 480 nm, 0.0001% Triton;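 note: potency is the fitted concentration of half-maximal effect; plate controls were no compound for no effect and no enzyme for full effect; nearly all actives have a fitted effect of over 20% in size; some results filed as inactive show a strong effect at the top dose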
Target sequence (P00811 whole entry, looked up): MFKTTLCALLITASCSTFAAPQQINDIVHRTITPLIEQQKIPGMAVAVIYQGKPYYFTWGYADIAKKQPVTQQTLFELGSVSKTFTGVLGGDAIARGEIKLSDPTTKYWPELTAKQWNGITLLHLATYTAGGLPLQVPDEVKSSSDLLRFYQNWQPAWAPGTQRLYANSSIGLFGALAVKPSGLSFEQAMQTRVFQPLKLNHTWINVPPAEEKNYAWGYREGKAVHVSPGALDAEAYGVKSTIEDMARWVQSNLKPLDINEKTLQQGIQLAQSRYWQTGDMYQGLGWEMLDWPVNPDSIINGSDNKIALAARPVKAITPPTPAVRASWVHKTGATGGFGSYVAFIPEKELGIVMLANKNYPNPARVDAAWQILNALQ
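20 mM phosphate pH 7.0 + 0.01% (detergent screen) or 0.0001% Triton X-100; 5.3 nM AmpC reagent; cpd preinc 15 min RT; nitrocefin (800 uM stock) to start; A480 q20 s × 4 min; Activity was normalised to no-enzyme and no-compound control wells.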
LmPK inh = inhibitors of Leishmania mexicana pyruvate kinase; Potency, µM (doses to about 57.5 µM), without a hit: top-dose activity change, negative = inhibition, hits mostly inhibitors; Q27686; 0.37% of 290,000 active; purified LmPK, Kinase-Glo ATP luminescence, 1 h; AID 1721; note: potency is the fitted concentration of half-maximal effect; % is set by controls: 0 for no effect and ±100 for the full control effect
Target sequence (Q27686 whole entry, looked up): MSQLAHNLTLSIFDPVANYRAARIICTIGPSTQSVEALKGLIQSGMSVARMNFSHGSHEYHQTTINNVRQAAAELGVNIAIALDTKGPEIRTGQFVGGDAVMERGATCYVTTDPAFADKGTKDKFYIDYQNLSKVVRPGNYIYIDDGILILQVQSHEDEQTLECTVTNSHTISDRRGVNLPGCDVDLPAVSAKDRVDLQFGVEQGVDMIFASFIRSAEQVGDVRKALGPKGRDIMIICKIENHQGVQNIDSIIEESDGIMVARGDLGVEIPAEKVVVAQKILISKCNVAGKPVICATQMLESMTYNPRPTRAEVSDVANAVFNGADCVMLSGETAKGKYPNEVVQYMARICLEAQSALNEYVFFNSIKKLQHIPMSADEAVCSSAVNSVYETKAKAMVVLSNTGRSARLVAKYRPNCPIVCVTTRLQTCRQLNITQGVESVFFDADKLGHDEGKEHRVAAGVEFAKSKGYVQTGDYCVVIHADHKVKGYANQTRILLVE
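Purified LmPK (0.1 nM) converted ADP (0.1 mM) to ATP with PEP (0.5 mM) in imidazole buffer pH 7.2 with KCl and MgCl2, 1 h at room temperature. ATP was read by Kinase-Glo luminescence; data normalized to uninhibited and no-enzyme controls.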
Pf growth 96h = P. falciparum growth inhibition at 96 hour, primary screen for plastid delayed-death inhibitors; P. falciparum luciferase reporter growth, 96 h; 6.9% of 320,000 active; Potency, µM (series often up to 28.7 µM), without a hit: top-dose activity change, negative = inhibition, hits mostly inhibitors; note: potency is the fitted concentration of half-maximal effect; % is set by controls: 0 for no effect and ±100 for the full control effect
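96 h incubation, 37 C, 5% CO2, of luciferase-reporter P. falciparum-infected RBCs (2% hematocrit, 0.05% parasitemia final) with test compounds; endpoint luminescence.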
* marks the source's active call; other numbers are inactive results; ? = inconclusive; / = no result given; & = joins results of further samples; [ ] = remark or other dose. Unless noted, calls come from the whole dose curve; as a rule, active = well fitted curve in the direction sought with a large enough effect; inconclusive = small, poorly fitted or top-dose-only effect, or another doubt; inactive = no such curve, though single readings can be large; an effect the other way counts as inactive or inconclusive.

SMILES | Shiga toxin inh | Pf growth 48h | Cycloheximide cs | TbPYK inhibitor | AmpC no deterg | LmPK inh | Pf growth 96h
Cc1ccc(C)c(N2CCN(Cc3nnnn3C3CCCCC3)CC2)c1 | -3 | ? | -5 | -9% | ? | 3% | 40%[activator]
O=C(NNC(=O)c1ccccc1Cl)c1ccc(-n2cncn2)c([N+](=O)[O-])c1 | / | -27% | / | 0% | -3% | / | -17%
CCc1ccc(NC(=O)c2cc(-c3ccc(OC)cc3)on2)cc1 | 41* | / | 64* | -3% | -8% | 0% | ?
CCOC(=O)c1nc2sc3c(c2c(=O)n1C(C)C(=O)OCC)CCCC3 (stereo not drawn) | -5 | -27% | 8 | -1% | 94%[activator] | 1% | ?
Cc1cc(C)c(S(=O)(=O)Cc2ccc(Cl)cc2)c(=O)[nH]1 | -4 | 10µM* | 3 | 0% | -15% | -2% | 13%
NS(=O)(=O)c1cccc(NC(=O)CCCNC(=O)c2ccc(Cl)cc2)c1 | -2 | 11% | -5 | -1% | -17% | -1% | 1%
CC1=NN(C(=O)CSCc2ccccc2)C(O)(c2ccccc2)C1 (stereo not drawn) | 32 | ? | 16 | 1% | -13%[2.29 µM] | 1% | 62%[activator]
Cc1ccc(CNC(=O)CCCNC(=O)c2ccc(Cl)cc2)n1C | 22 | -22% | -3 | -1% | 46% | 9% | /
COc1ccc(CCC(=O)NC2CCC(C)CC2)cc1 (stereo not drawn) | -5 | 22% | -5 | 4% | 2% | -1% | 27%
Nc1cc(=O)[nH]c(SCC(=O)Nc2ccc(Br)cc2)n1 | 2 | -4% | -4 | -9% | -28% | 0% | 161%[activator]
N=c1occ(C(=O)c2cc(F)ccc2O)cc1C(=O)NC1CCCCC1 | -4 | ? | 1 | -7% | -37% | 3% | ?
COc1ccc(N2CC(C(=O)NCc3nnnn3-c3ccc(C)c(C)c3)CC2=O)cc1 (stereo not drawn) | -3 | 6% | -3 | 1%&-6% | 55% | -2% | ?
O=C(NNC(=O)c1ccc[nH]1)Nc1cc(Cl)cc(Cl)c1 | 31 | 13% | 15* | -17% | -40% | 6% | 39%
CC(=O)NC(Cc1ccc(F)cc1)C(=O)O (stereo not drawn) | -12 | -11% | -3 | 2% | -9% | -1% | ?
COc1ccc(Cn2nnc3c(=O)[nH]c(C4CCCN(C(=O)c5ccccc5)C4)nc32)cc1 (stereo not drawn) | -2 | ? | -1 | 0% | 38% | 3% | 12µM*
Cc1cc(C)n(CC(O)COc2ccccc2[N+](=O)[O-])n1 (stereo not drawn) | 29 | 3% | 28* | 1% | 2% | -1% | ?
COc1ccc(-n2nc(C(=O)NCC(=O)NCCN(C)C)c3ccccc3c2=O)cc1 | -11 | / | -4 | 4% | -12% | 2% | 38%[activator]
COc1cc(-c2nc3n(n2)C(c2ccc(F)cc2)C2=C(CCCC2=O)N3)cc(OC)c1OC (stereo not drawn) | -15 | 5.2µM* | -4 | -13% | -12% | 3% | 61%[activator]
COc1ccccc1C(=O)OCC(=O)NCCNC(=O)COC(=O)c1ccccc1OC | -3 | 21% | -2 | 1% | 45% | 3% | -10%
CNC(=O)c1ccccc1NC(=O)c1cccc(S(=O)(=O)N2CCCCC2)c1 | -15 | ? | -1 | -14% | -5% | 6% | 2.9µM*
CCOc1ccccc1C(=O)NCC(=O)NCC(c1ccco1)N1CCCCC1 (stereo not drawn) | / | 9% | / | 4% | -11% | / | -22%
COc1ccc(CCNC(=O)C2CCCN(S(=O)(=O)c3ccc(F)cc3)C2)cc1OC (stereo not drawn) | 22 | ? | -1 | -5% | 36% | 5% | ?
COc1ccccc1NC(c1cccnc1)c1ccc2cccnc2c1O (stereo not drawn) | -2 | ? | 5 | 87%[activator] | -23% | 15% | ?
Cc1cccc(OCC(=O)Nc2nnn(C)n2)c1C | 8 | -4% | 5 | 2% | -5% | 2% | -24%
COc1ccc([N+](=O)[O-])cc1NC(=S)NC(NC(=O)Cc1ccc(OC)c(OC)c1)C(Cl)(Cl)Cl (stereo not drawn) | -16 | ? | -2 | -16% | -20% | 0% | 0%
CC(=O)Nc1ccc(S(=O)(=O)Nc2ccc3[nH]c(=O)[nH]c3c2)cc1 | -5 | -29% | 1 | 4% | -13% | -1% | 57%
C=CCn1c(SCC(=O)c2c(N)n(CCC)c(=O)n(C)c2=O)nc2sc(CC)cc2c1=O | -7 | / | -1 | 2% | -14% | 6% | 19%
O=[N+]([O-])c1cc(Br)c(Nc2ccccc2)c([N+](=O)[O-])c1 | 22 | 0.52µM* | 16 | 1% | -18% | -5% | 10%
COC(=O)c1c(NC(=O)CC2SC(N)=NC2=O)sc2c1CCCC2 (stereo not drawn) | -7 | 12% | 1 | -17% | 12% | 3% | 19%
CC(=O)Nc1ccc(-c2sc(Nc3ccccc3)n[n+]2C)cc1 | -2 | 4% | 2 | -13% | -9% | -3% | 27%
CCCCc1cc(=O)oc2cc(O)ccc12 | 21 | ? | 4 | 0% | -18% | -1% | ?
O=C(c1ccc(N2CCN(C(=O)c3cccc(F)c3)CC2)cc1)c1cccc(F)c1 | -18 | 13µM* | -2 | -2% | 217%[activator] | -6% | ?
COC(=O)c1ccc(COC(=O)c2ccc(CO)cc2)o1 | 8 | 1% | 3 | 8% | -10% | 0% | 8%
Cc1cccn2c(=O)c3cc(C(=O)NCc4cccnc4)c(=N)n(C(C)C)c3nc12 | -4 | ? | -1 | 3% | -11% | 2% | -22%
Cc1cccc(C)c1NC(=O)COC(=O)C1Cc2ccccc2CN1C(=O)c1ccccc1 (stereo not drawn) | -10 | ? | -3 | -2% | 31% | 4% | -20%
COc1cccc(/C=N/NC(=O)c2[nH]c(C)c(C(=O)N/N=C/c3cccc(OC)c3)c2C)c1 | 73* | 43%[activator] | 14 | -6% | -19% | 1% | ?
COCCNC(=S)N/N=C/c1ccc([N+](=O)[O-])cc1 | -9 | 4% | 0 | -2% | -19% | -7% | 40%[activator]
COCCCNC(=S)Nc1ccc(OC(F)F)cc1C | -5 | 23% | -1 | -1% | 2%[2.29 µM] | -1% | -9%
C=CCC1(CC=C)CCCN1C(=O)C1CCC(=O)N(CCc2ccc(Cl)cc2)C1 (stereo not drawn) | 21 | -14% | 11 | 9% | 199%[activator] | -7% | -23%
O=C(C1COc2ccccc2O1)N1CCN(c2ccc(F)cc2)CC1 (stereo not drawn) | -9 | ? | -1 | 0% | 20% | 5% | -1%

Overlap with the part before: four entries; new compounds follow.
SMILES | Shiga toxin inh | Pf growth 48h | Cycloheximide cs | TbPYK inhibitor | AmpC no deterg | LmPK inh | Pf growth 96h
COCCNC(=S)N/N=C/c1ccc([N+](=O)[O-])cc1 | -9 | 4% | 0 | -2% | -19% | -7% | 40%[activator]
COCCCNC(=S)Nc1ccc(OC(F)F)cc1C | -5 | 23% | -1 | -1% | 2%[2.29 µM] | -1% | -9%
C=CCC1(CC=C)CCCN1C(=O)C1CCC(=O)N(CCc2ccc(Cl)cc2)C1 (stereo not drawn) | 21 | -14% | 11 | 9% | 199%[activator] | -7% | -23%
O=C(C1COc2ccccc2O1)N1CCN(c2ccc(F)cc2)CC1 (stereo not drawn) | -9 | ? | -1 | 0% | 20% | 5% | -1%
S=C1N(c2ccccc2)C(c2cccc3ccccc23)N2CCCN12 (stereo not drawn) | -10 | / | 4 | 2% | -4% | 7% | 42%[activator]
Cc1cccc(-c2nnc(SCC#N)n2C)c1 | -5 | 2% | -3 | 3% | -38% | -4% | 17%
CCOC(=O)NC(=O)CSc1nc2ccccc2[nH]1 | 17 | 18% | 7 | -3% | -9% | 2% | -1%
CN(C)c1nnnn1Cc1ccc(Cl)cc1Cl | -10 | 21% | -7 | -2% | 4% | -7% | 9%
Cn1c(O)c(/C=C2\C=NN=C2c2ccccc2)sc1=S | 23 | 26% | 6 | 0% | -50% | -2% | 2%
Cc1cc(C)nc(SCC(=O)Nc2ccc(S(=O)(=O)Nc3onc(C)c3C)cc2)n1 | -2 | / | -2 | -4% | -21% | 5% | ?
COC(=O)[C@]1(C)N[C@H](c2ccc(SC3CCCCC3)cc2)[C@@H]2C(=O)N(C)C(=O)[C@@H]21 | / | ? | / | -2% | 193%[activator] | / | ?
COc1ccc(NC(=S)NCc2cccn2C)cc1 | -1 | 0% | 6 | -17% | -24% | 2% | -17%
O=C(O)CCCn1cc(NC(=O)COc2cc(F)ccc2[N+](=O)[O-])cn1 | -3 | ? | -2 | -3% | -15% | -5% | ?
O=C(CSc1nnc(-c2ccco2)o1)c1ccc([N+](=O)[O-])cc1 | -3 | 15% | 9 | -19% | -16% | 4% | -4%
COC(=O)Cn1c(CN2CCN(C(=O)c3ccco3)CC2)nc2c1c(=O)n(C)c(=O)n2C | -8 | 18% | -1 | 2% | 12% | 0% | ?
CCOc1ccc(CNC(=O)c2ccc3nc(N4CCOCC4)sc3c2)cc1 | -2 | -1% | 8 | -4% | -10% | -1% | 1%
CC(=O)Nc1ccc(S(=O)(=O)NNC(=O)c2sc(=S)n(C)c2C)cc1 | -11 | 11% | -7 | 1% | -9% | 1% | 0%
CC(C(=O)NC1C=CS(=O)(=O)C1)N1C(=O)/C(=C/c2cccc(Cl)c2)SC1=S (stereo not drawn) | 20 | -14% | 9 | 2% | 35% | -4% | 30%[activator]

Quoted from the listing.
Shiga toxin inh, O=C(CSc1nnc(-c2ccco2)o1)c1ccc([N+](=O)[O-])cc1 = -3
Cycloheximide cs, Cc1cccc(-c2nnc(SCC#N)n2C)c1 = -3
Shiga toxin inh, S=C1N(c2ccccc2)C(c2cccc3ccccc23)N2CCCN12 (stereo not drawn) = -10
Pf growth 48h, CN(C)c1nnnn1Cc1ccc(Cl)cc1Cl = 21%
Pf growth 96h, CCOc1ccc(CNC(=O)c2ccc3nc(N4CCOCC4)sc3c2)cc1 = 1%
Cycloheximide cs, Cc1cc(C)nc(SCC(=O)Nc2ccc(S(=O)(=O)Nc3onc(C)c3C)cc2)n1 = -2

Record cards, as listed above. Order of screens: Shiga toxin inh | Pf growth 48h | Cycloheximide cs | TbPYK inhibitor | AmpC no deterg | LmPK inh | Pf growth 96h
`COC(=O)c1c(NC(=O)CC2SC(N)=NC2=O)sc2c1CCCC2` (stereo not drawn) across the screens: -7 | 12% | 1 | -17% | 12% | 3% | 19%
`CC(=O)Nc1ccc(-c2sc(Nc3ccccc3)n[n+]2C)cc1` across the screens: -2 | 4% | 2 | -13% | -9% | -3% | 27%
`COc1ccc(CCC(=O)NC2CCC(C)CC2)cc1` (stereo not drawn) across the screens: -5 | 22% | -5 | 4% | 2% | -1% | 27%
`CC(=O)Nc1ccc(S(=O)(=O)Nc2ccc3[nH]c(=O)[nH]c3c2)cc1` across the screens: -5 | -29% | 1 | 4% | -13% | -1% | 57%

An unsorted share of the library; 22% or so of the library scored in one or more.
